High-throughput results as filed in PubChem BioAssay.
HIV peptide binding: inhibitors of HIV fusion peptide binding, primary screen, biochemical, uHTS, fluorescence dequenching (AID 1986); cell-free peptide binding, fluorescence dequenching, 30 min; higher % means a stronger effect; inhibition, % at 20 µM; hits with a dose series show IC50 in µM; 290,000 compounds, 0.3% hits; in the data active = inhibition mostly above about 52%, no sharp cut-off; inactive = mostly below about 76%; also: some results filed as inactive read as strong as hits
UTI89 phage lysis: protection from phage-mediated lysis, alamar blue read-out – E. coli UTI89, K1F phage, bacterial capsule biogenesis inhibitors (AID 488966). E. coli UTI89 K1F phage lysis, alamar blue, 2 h; higher % means a stronger effect. inhibition, % at 100 µM; hits with a dose series show IC50 in µM. 340,000 compounds, 0.02% hits;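 active = phage lysis inhibition, versus mean bacterial control, above a set limit; inconclusive = no clear call, values can overlap the other calls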;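 also: capsule biogenesis inhibitors block K1F phage lysis so surviving cells raise fluorescence; higher fluorescence means more inhibition of phage lysis; actives were called in the ten point dose series up to 300 µM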
GPR35 antagonists: GPR35 antagonists blocking zaprinast-driven arrestin recruitment, primary screen, imaging, U2OS, beta-arrestin-GFP, zaprinast agonist (AID 2058) | U2OS GPR35 beta-arrestin-GFP translocation imaging, zaprinast antagonism; higher % means a stronger effect | one-dose inhibition, % at 10 µM; IC50 in µM for titrated hits | 290,000 compounds, 0.052% hits;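 active = inhibition of at least 50% with at least 30 cells and total cytoplasm GFP at most 10,000,000; inconclusive = under 30 cells or total GFP of 10,000,000 plus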
SIAH1 antagonists: blockers of Siah-1 interaction with plectin peptide – biochemical, fluorescence polarization, rhodamine-plectin, uHTS, primary screen (AID 1817); Siah-1 / rhodamine-plectin peptide fluorescence polarization; higher % means a stronger effect; displacement, % at 20 µM; hits with a dose series show IC50 in µM; 290,000 compounds, 0.02% hits;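 active = displacement of at least 50% at 20 µM, with a fluorescence ratio check between 0.3 and a set limit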;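 also: plate controls were Siah plus tracer with DMSO for no effect and tracer alone without Siah for full effect; strong numbers were not always called active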
NTR1 agonist: agonists of NTR1, primary screen, imaging, U2OS cells, beta-arrestin-GFP, high content (AID 493036); P30989; NTR1-U2OS beta-arrestin-GFP spot imaging, agonist mode; activation, % at 20 µM; 330,000 compounds, 0.17% hits;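 active = activation at or above 40% of the spot to cytoplasm intensity ratio, with at least 20 cells analyzed; inconclusive = wells under 20 cells, flagged as cytotoxic or low count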;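 also: 0% = DMSO without peptide and 100% = 100 nM NTR1 peptide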
Target sequence (P30989 whole entry, looked up): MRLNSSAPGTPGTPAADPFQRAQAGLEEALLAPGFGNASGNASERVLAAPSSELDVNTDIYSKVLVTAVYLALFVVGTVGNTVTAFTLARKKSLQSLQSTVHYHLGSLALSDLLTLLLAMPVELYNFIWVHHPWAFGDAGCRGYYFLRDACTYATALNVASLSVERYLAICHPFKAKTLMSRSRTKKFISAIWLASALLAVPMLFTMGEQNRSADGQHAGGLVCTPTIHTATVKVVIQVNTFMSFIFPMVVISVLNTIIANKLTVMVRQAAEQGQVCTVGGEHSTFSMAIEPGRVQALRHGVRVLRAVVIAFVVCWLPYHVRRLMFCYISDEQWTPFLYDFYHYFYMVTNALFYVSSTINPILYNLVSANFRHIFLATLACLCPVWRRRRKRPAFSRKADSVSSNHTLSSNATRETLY
NS5 inhibitors: Dengue-2 NS5 methyltransferase inhibitors, primary screen, biochemical, confirmation dose response (AID 588689); Dengue-2 NS5 methyltransferase capping enzyme assay, biochemical; higher % means a stronger effect; inhibition, % at 25 µM, or IC50 in µM where a hit was titrated; 340,000 compounds, 0.3% hits; in the data active = a potency from the dose series; inconclusive = inhibition above about 29% without an active follow-up result
GPR55 activation: GPR55 agonists via beta-arrestin recruitment, primary screen, imaging, U2OS cells, beta-arrestin-GFP redistribution (AID 1961). U2OS GPR55 beta-arrestin-GFP redistribution imaging; higher % means a stronger effect. one-dose activation, % at 10 µM; EC50 in µM for titrated hits. 290,000 compounds, 0.048% hits;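 active = activation above 40% with more than 50 cells counted in the well; inconclusive = wells holding fewer than 50 cells, flagged as toxic or sparse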;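 also: U2OS osteosarcoma cells stably expressing GPR55 and beta-arrestin-GFP; plate controls were DMSO negative control for no effect and LPI positive control for full effect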
GPR55 LPI antagonism: GPR55 antagonists blocking LPI-driven arrestin recruitment, primary screen, imaging, U2OS, beta-arrestin-GFP, LPI agonist (AID 2013) | one-dose inhibition, % at 10 µM; IC50 in µM for titrated hits | U2OS GPR55 beta-arrestin-GFP translocation imaging, LPI antagonism; higher % means a stronger effect | 290,000 compounds, 0.13% hits;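 active = spots per cell inhibited over 60%, with over 100 cells counted and total cytoplasm intensity under 500,000; inconclusive = wells with under 100 cells, flagged as likely toxic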;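 also: U2OS cells stably carrying GPR55 and arrestin-GFP stimulated by 5 µM LPI near EC80; imaged beta-arrestin-GFP aggregate spots per cell after agonist stimulation; plate controls were LPI-stimulated DMSO wells for no effect and DMSO wells without LPI for full effect; some results filed as inactive read as strong as hits; confirmed hits need IC50 under 10 µM and bright autofluorescent wells are also inconclusive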
AID2073: inhibitors of Mint1-CaV2.2 protein interaction, biochemical, HTRF (AID 2073); HTRF protein-protein interaction, Mint1-CaV2.2; higher % means a stronger effect; inhibition, % at 20 µM; hits with a dose series show IC50 in µM; 290,000 compounds, 0.19% hits; in the data active = inhibition mostly above about 51%, no sharp cut-off; inconclusive = no clear call, values can overlap the other calls; inactive = mostly below about 53%; also: some results filed as inactive read as strong as hits
NTR1 agonist cell count 20 µM: recorded beside NTR1 agonist, whose call it bears; cell count; measured here: cell count, cytotoxicity flag
NS5 inhibitors pilot replicate: recorded beside NS5 inhibitors, whose call it bears; inhibition, %; measured here: pilot screen replicate inhibition
Numbers without * were called inactive; ? = inconclusive; . = no result given; [ ] = remark or other dose. An unsorted share of the library, and some 1.2% of all compounds hit somewhere here.

SMILES	HIV peptide binding	UTI89 phage lysis	GPR35 antagonists	SIAH1 antagonists	NTR1 agonist	NTR1 agonist cell count 20 µM	NS5 inhibitors	GPR55 activation	GPR55 LPI antagonism	AID2073	others
CC1=C(C(=O)OCc2ccccc2)C(c2ccc(N3CCOCC3)cc2)NC(=O)N1 (stereo unspecified)	17.9%	0.5%	-9.0%	-0.8%	-1.5	33	-3.4%	-0.2%	-4.5%	-0.4%
COc1ccc(OC)c(NC(=O)NNC(=O)CCCOc2ccc(Cl)cc2C)c1	-0.9%	-1.2%	1.7%	0.4%	2.7	44	-3.9%	-0.1%	2.9%	-4.2%
c1cc2c(cc1Cn1cnnn1)OCO2	-1.6%	2.8%	4.1%	-7.1%	0.0	82	-5.7%	-0.2%	-3.0%	-4.3%
Cc1c(Cc2ccc3c(c2)OCO3)sc(NC(=O)c2ccccc2)c1C(N)=O	21.3%	2.5%	-10.7%	18.4%	10.4	80	-2.1%	-0.2%	3.0%	8.7%
COc1cccc(OC)c1C(=O)Nc1ccc2c(c1)OCCO2	-2.0%	0.4%	4.7%	0.5%	-1.7	70	-6.2%	0.0%	9.4%	-8.2%	NS5 inhibitors pilot replicate=-3.3
O=C(CCCOc1ccc(Cl)cc1Cl)Nc1ncccn1	0.9%	-1.3%	-0.7%	6.8%	0.9	59	3.1%	0.2%	2.5%	-3.2%
O=C(CN1C(=O)NC2(CCCC2)C1=O)OCCOc1ccccc1	0.3%	1.9%[50 µM]	1.2%	0.1%	0.5	59	0.7%	-0.1%	8.9%	10.4%
COc1ccc(-c2nn3c(COc4ccccc4)nnc3s2)cc1OC	0.5%	0.3%	-4.2%	0.8%	2.2	74	0.0%	0.2%	-4.8%	32.2%	NS5 inhibitors pilot replicate=0.0
CCC1(CC)Cc2ccccc2-c2nc(NCCCO)[nH]c(=O)c21	0.9%	0.2%	-8.5%	5.0%	7.8	58	2.2%	0.5%	0.4%	21.4%
COc1ccc(Br)c(C(=O)NCC2CCCCC2)c1	1.8%	1.1%	5.5%	0.2%	1.3	58	-2.5%	-0.3%	-0.7%	-6.2%
COc1ccc(C(=O)NCC(=O)OC2CCCCC2=O)cc1 (stereo unspecified)	-2.8%	0.1%	-2.1%	3.5%	0.8	81	-2.3%	0.1%	1.8%	-6.1%
CCS(=O)(=O)Nc1ccc(NC(C)=O)cc1	-2.1%	-1.0%	-3.3%	-8.1%	2.3	50	-5.6%	-0.1%	-10.5%	-2.7%
COc1ccc(CNC(=O)C2=CC(c3ccc(OC)cc3)=NS(=O)(=O)N2C)cc1	-2.0%	3.3%	-7.5%	-5.7%	0.0	86	-3.4%	0.6%	3.6%	12.7%
CCC1(CC)Cc2ccccc2-c2nc3ccccc3c(=O)n21	0.1%	0.1%	4.4%	0.1%	9.4	79	-6.2%	-0.1%	.	-1.4%
O=C(c1ccc(S(=O)(=O)c2ccccc2Cl)c([N+](=O)[O-])c1)N1CCCCCC1	-1.7%	-0.6%[50 µM]	-8.7%	6.7%	10.4	69	-0.6%	-0.3%	10.4%	-1.9%
COc1ccccc1C(NC(=O)CC(C)C)c1c(O)ccc2ccccc12 (stereo unspecified)	0.0%	1.0%	-8.6%	-3.4%	0.7	56	-4.7%	-0.1%	8.0%	7.6%
Cc1cc(NC(=O)CCN2CCCCC2)ccc1Br	-1.5%	0.1%	-8.6%	6.1%	-0.7	63	0.0%	-0.1%	10.5%	5.2%
CC(CNC(=O)CCC(=O)N1CCOc2ccc(Cl)cc21)c1ccccc1 (stereo unspecified)	0.3%	0.1%	-15.5%	-3.3%	2.4	62	-4.2%	0.5%	-2.2%	0.3%
Cc1ccc(S(=O)(=O)NC(C)C(c2cccs2)N2CCN(C)CC2)cc1 (stereo unspecified)	2.8%	3.8%	-12.5%	1.1%	0.0	42	-6.8%	-0.3%	7.2%	22.5%
Cc1cc(C)nc(NC(=O)c2c(-c3c(Cl)cccc3Cl)noc2C)n1	-0.1%	0.8%	-13.8%	14.0%	-0.5	43	0.0%	-0.2%	18.9%	8.1%
C=CCOc1ccc(/C(CC)=N/O)c(OC)c1	0.6%	4.7%	10.4%	-0.4%	0.9	81	-2.6%	0.3%	11.6%	-5.0%
O=C(NC1CCCC1)c1ccc2nc(-c3ccco3)c(-c3ccco3)nc2c1	-1.2%	-0.1%	5.3%	37.6%	3.4	95	?	0.0%	32.2%	26µM*

Taken from the listing, 12 compounds:
SMILES	HIV peptide binding	UTI89 phage lysis	GPR35 antagonists	SIAH1 antagonists	NTR1 agonist	NTR1 agonist cell count 20 µM	NS5 inhibitors	GPR55 activation	GPR55 LPI antagonism	AID2073	others
COc1ccc(C(=O)NCC(=O)OC2CCCCC2=O)cc1 (stereo unspecified)	-2.8%	0.1%	-2.1%	3.5%	0.8	81	-2.3%	0.1%	1.8%	-6.1%
CCS(=O)(=O)Nc1ccc(NC(C)=O)cc1	-2.1%	-1.0%	-3.3%	-8.1%	2.3	50	-5.6%	-0.1%	-10.5%	-2.7%
COc1ccc(CNC(=O)C2=CC(c3ccc(OC)cc3)=NS(=O)(=O)N2C)cc1	-2.0%	3.3%	-7.5%	-5.7%	0.0	86	-3.4%	0.6%	3.6%	12.7%
CCC1(CC)Cc2ccccc2-c2nc3ccccc3c(=O)n21	0.1%	0.1%	4.4%	0.1%	9.4	79	-6.2%	-0.1%	.	-1.4%
O=C(c1ccc(S(=O)(=O)c2ccccc2Cl)c([N+](=O)[O-])c1)N1CCCCCC1	-1.7%	-0.6%[50 µM]	-8.7%	6.7%	10.4	69	-0.6%	-0.3%	10.4%	-1.9%
COc1ccccc1C(NC(=O)CC(C)C)c1c(O)ccc2ccccc12 (stereo unspecified)	0.0%	1.0%	-8.6%	-3.4%	0.7	56	-4.7%	-0.1%	8.0%	7.6%
Cc1cc(NC(=O)CCN2CCCCC2)ccc1Br	-1.5%	0.1%	-8.6%	6.1%	-0.7	63	0.0%	-0.1%	10.5%	5.2%
CC(CNC(=O)CCC(=O)N1CCOc2ccc(Cl)cc21)c1ccccc1 (stereo unspecified)	0.3%	0.1%	-15.5%	-3.3%	2.4	62	-4.2%	0.5%	-2.2%	0.3%
Cc1ccc(S(=O)(=O)NC(C)C(c2cccs2)N2CCN(C)CC2)cc1 (stereo unspecified)	2.8%	3.8%	-12.5%	1.1%	0.0	42	-6.8%	-0.3%	7.2%	22.5%
Cc1cc(C)nc(NC(=O)c2c(-c3c(Cl)cccc3Cl)noc2C)n1	-0.1%	0.8%	-13.8%	14.0%	-0.5	43	0.0%	-0.2%	18.9%	8.1%
C=CCOc1ccc(/C(CC)=N/O)c(OC)c1	0.6%	4.7%	10.4%	-0.4%	0.9	81	-2.6%	0.3%	11.6%	-5.0%
O=C(NC1CCCC1)c1ccc2nc(-c3ccco3)c(-c3ccco3)nc2c1	-1.2%	-0.1%	5.3%	37.6%	3.4	95	?	0.0%	32.2%	26µM*
